# TRHR agonist: qHTS for Small Molecule Agonists and Allosteric Enhancers of Human TRH Receptor: Primary Screen for Agonists. Thyrotropin-releasing hormone receptor (Homo sapiens), P34981. TRHR cells, calcium flux fluo-8, FDSS agonist mode. activation, % at 2 µM. 0.18% of 360,000 active; in the data active = activation above about 30%; note: 0% is about no effect
#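 Steps: seed TRHR cells overnight; add fluo-8 no-wash Ca dye, RT 30 min–1.5 h; record 10 s baseline; pin-transfer compounds; monitor fluorescence 1 cycle/s for the agonist window. Calcium increases flag candidate agonists.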
# D1 ag: Allosteric Agonists of the Human D1 Dopamine Receptor: qHTS; D(1A) dopamine receptor (Homo sapiens), P21728; HEK293 T-REx D1 cells, calcium flux, agonist mode; activation, % at 2 µM; 1% of 360,000 active; AID 504660, 2011; in the data active = activation above about 30%; note: 0% is about no effect
#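 Tetracycline-induced HEK293 TREx D1 cells, force-coupled to calcium signalling, were dye-loaded with a no-wash calcium kit. Compound was pin-added after a 10 s baseline. Fluorescence was read kinetically at 1 cycle/s for 180 s, with calcium rises flagged as agonism.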
# RXFP1 antagonist: qHTS Assay for Antagonists of the Relaxin Receptor RXFP1; Relaxin receptor 1 (Homo sapiens), Q9HBX9; HEK293-RXFP1, relaxin-stimulated cAMP HTRF, 30 min; hits give low values; activity change, negative = inhibition, % at 57.5 µM; 0.59% of 350,000 active; AID 1259400, 2018;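 active = activity change of -60% or lower, but not beyond a set lower limit; inconclusive = change between -60% and -40%, or beyond the set limit; inactive = change above -40%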; note: % is set by controls: 0 for no effect and ±100 for the full control effect
# Target sequence (Q9HBX9 whole entry, looked up): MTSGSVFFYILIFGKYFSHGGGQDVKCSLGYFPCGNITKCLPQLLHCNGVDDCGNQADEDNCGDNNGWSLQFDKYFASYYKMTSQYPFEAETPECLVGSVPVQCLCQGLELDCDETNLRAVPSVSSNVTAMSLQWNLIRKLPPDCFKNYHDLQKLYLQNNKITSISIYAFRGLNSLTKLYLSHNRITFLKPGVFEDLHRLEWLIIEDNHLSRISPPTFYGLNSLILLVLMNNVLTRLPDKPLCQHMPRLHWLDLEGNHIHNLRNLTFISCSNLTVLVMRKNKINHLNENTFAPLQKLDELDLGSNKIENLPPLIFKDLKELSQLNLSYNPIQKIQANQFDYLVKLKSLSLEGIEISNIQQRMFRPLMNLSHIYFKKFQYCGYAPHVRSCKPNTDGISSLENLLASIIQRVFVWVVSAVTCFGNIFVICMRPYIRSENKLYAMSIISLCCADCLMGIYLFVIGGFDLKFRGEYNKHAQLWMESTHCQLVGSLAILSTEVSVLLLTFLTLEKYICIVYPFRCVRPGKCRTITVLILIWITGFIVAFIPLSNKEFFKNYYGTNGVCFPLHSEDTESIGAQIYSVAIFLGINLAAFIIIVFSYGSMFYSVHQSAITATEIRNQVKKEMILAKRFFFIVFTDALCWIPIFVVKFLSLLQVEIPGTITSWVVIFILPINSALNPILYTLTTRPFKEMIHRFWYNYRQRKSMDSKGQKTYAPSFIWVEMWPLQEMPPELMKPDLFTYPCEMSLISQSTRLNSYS
# D1 PAM: Potentiators of Human D1 Dopamine Receptor: qHTS; D(1A) dopamine receptor (Homo sapiens), P21728; HEK293 TREx D1 cells, calcium flux, dopamine EC20 potentiation; potentiation, % at 10 µM; 0.036% of 360,000 active; AID 504651, 2011; in the data active = potentiation above about 30%; note: 0% is about no effect
# TRHR enhancer: qHTS for Small Molecule Agonists and Allosteric Enhancers of Human TRH Receptor: Primary Screen for Enhancers; Thyrotropin-releasing hormone receptor (Homo sapiens), P34981; TRHR cells, fluo-8 calcium fluorescence, EC20 TRH enhancement; enhancement, % at 2 µM; 0.66% of 360,000 active; in the data active = enhancement above about 30%; note: 0% is about no effect
#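 Enhancer read-out: after compound pinning and an initial kinetic agonist-mode read, an EC20 of TRH (10 nM final) was injected and fluo-8 calcium signal (Ex 480/Em 530) followed at 1 s/cycle for 100 cycles in TRHR-expressing cells.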
# D1 antagonist: Antagonist of Human D 1 Dopamine Receptor: qHTS; HEK293 TREx D1 cells, calcium flux, dopamine EC80; hits give low values; activity change, negative = inhibition, % at 10 µM; 3.2% of 360,000 active; in the data active = activity change below about -30%; note: % is set by controls: 0 for no effect and ±100 for the full control effect
#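 Allosteric or orthosteric antagonism assessed as attenuation of the calcium response to EC80 dopamine, added 180 s after compound, in induced HEK293 Trex D1 cells loaded with no-wash calcium dye.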
# Apoferritin bind: qHTS Assay for Identification of Novel General Anesthetics; Potency, µM (series often up to 77.5 µM), without a hit: top-dose activity change, negative = displacement, hits mostly inhibitors; AID 485281, 2010; apoferritin/1-aminoanthracene competitive binding, fluorescence; 0.074% of 350,000 active; note: potency is the fitted concentration of half-maximal effect; % is set by controls: 0 for no effect and ±100 for the full control effect; nearly all actives have a fitted effect of over 20% in size
# Target sequence (P02791 2-175 limits assumed): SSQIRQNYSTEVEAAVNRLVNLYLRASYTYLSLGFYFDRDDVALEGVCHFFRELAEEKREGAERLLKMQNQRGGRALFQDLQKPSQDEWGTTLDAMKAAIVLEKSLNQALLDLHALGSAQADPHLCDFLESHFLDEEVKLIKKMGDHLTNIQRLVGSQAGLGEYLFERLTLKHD
#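 Concentration-response curves derived by four-parameter Hill fitting of normalized fluorescence, where compounds displaced 1-AMA from 10 uM horse apoferritin following a brief 10 min room-temperature incubation; propofol titration acted as positive control.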
# RXFP1 ag: qHTS Assay for Agonists of the Relaxin Receptor RXFP1; HEK293T-RXFP1 cAMP TR-FRET, 30 min; response scale: percent of porcine relaxin response, buffer zero; Potency, µM (doses to about 57.5 µM), without a hit: top-dose activation, hits mostly activators; 0.3% of 370,000 active; note: potency is the fitted concentration of half-maximal effect; % is set by controls: 0 for no effect and ±100 for the full control effect; nearly all actives have a fitted effect of over 60% in size; many of its hits are not listed in these tables
#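 Agonist response is measured as cAMP accumulation in an RXFP1-transfected HEK293T line under PDE4 inhibition. Values are scaled between buffer-only and 29 nM porcine relaxin, and EC50s come from standard Hill equation fits.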
# D2 potentiator: HTS Assay for Positive Allosteric Modulators of the Human D2 Dopamine Receptor: Primary Screen for Potentiators | D(2) dopamine receptor (Homo sapiens), P14416 | HEK293 T-REx D2, calcium flux, EC20 dopamine potentiation | potentiation, % at 10 µM | 0.34% of 340,000 active;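 active = potentiation over 3 SD above the plate norm, cut at about 30% in these data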; note: 0% is about no effect
#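 Potentiation of an EC20 dopamine calcium response is measured in a force-coupled, tetracycline-inducible Hek293 Trex D2 line. Compound-only kinetic reads over 180 s flag agonists before dopamine addition.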
# An asterisk follows results filed as active; u = inconclusive; x = not tested or not shown; [ ] = remark or other dose. Unless noted, calls come from the whole dose curve; as a rule, active = well fitted curve in the direction sought with a large enough effect; inconclusive = small, poorly fitted or top-dose-only effect, or another doubt; inactive = no such curve, though single readings can be large; an effect the other way counts as inactive or inconclusive. These rows are one share of the data, so the mix of outcomes need not match the whole.
SMILES,TRHR agonist,D1 ag,RXFP1 antagonist,D1 PAM,TRHR enhancer,D1 antagonist,Apoferritin bind,RXFP1 ag,D2 potentiator
CCCCCC(=O)Nc1ccc(S(=O)(=O)Nc2nccc(C)n2)cc1,-0.4,1,2,1,10,2,-6%,0.0%,-3
CC(=O)N1c2ccccc2CC1C(=O)N1CCN(c2cccc(C)c2C)CC1 (stereo unspecified),-0.9,4,-5,0,-3,2,8%,1.2%,0
O=C(CN1C(=O)NC2(CCCC2)C1=O)NCCN1C(=O)S/C(=C\c2ccccc2F)C1=O,-1.0,1,6,-1,17,-15,x,-1.0%,0
O=C(NC1CCCC1)c1cc(-c2ccc(F)cc2)on1,-0.3,2,8,0,-6,4,2%,7.4%,x
NC(=O)CC1SC(N)=NC1=O (stereo unspecified),0.5,2,2,-5,0,24,4%,-0.4%,-4
CC(C)[C@@H](C(=O)N1CCN(Cc2ccc3c(c2)OCO3)CC1)n1nnc2ccccc2c1=O,0.6,0,1,-3,-1,-12,-13%,0.2%,x
CCn1c(C(=O)NCc2ccccc2)cc2sc(Cl)cc21,-0.4,13,-28,-7,17,-13,49%[activator],7.4%,6
CCN(CC)CCCN1C(=O)C(=O)/C(=C(/O)c2cc(C)ccc2C)C1c1cccnc1 (stereo unspecified),0.0,1,2,-4,2,-5,-3%,1.5%,3
COC(=O)[C@]1(Cc2ccccc2)N[C@H](c2ccc(-c3ccc4c(c3)OCO4)cc2)[C@@H]2C(=O)N(C)C(=O)[C@@H]21,0.3,11,x,-5,7,-11,x,0.2%,9
COc1ccc(/C=N/NC(=O)c2cccc(Br)c2)cc1CSc1ccccn1,0.5,3,-8,2,2,8,-3%,-1.4%,-8
Cc1ccc2nc(NC(=O)C3=NN(c4ccccc4)C(=O)CC3)sc2c1,0.2,0,-13,6,-1,-16,-21%,-0.2%,-6
Cc1[nH]nc2c1C(c1ccsc1C)C(C#N)=C(N)O2 (stereo unspecified),-0.3,1,9,0,9,4,-8%,0.1%,7
O=C(Cc1nnc(CNC(=O)c2ccccc2)o1)Nc1cc(C(F)(F)F)ccc1Cl,0.1,1,x,-4,0,18,x,x,x
CC1(C)Cc2cccc(C(=O)Nc3ccc(F)cc3F)c2O1,-0.9,5,x,8,-6,0,-7%,0.4%,-2
O=C(Nc1ccc(OC(F)F)c(Cl)c1)c1ccccn1,-0.8,2,-9,-7,2,-9,-16%,0.3%,-4
Cc1ccc(C(=O)NC(=S)N2CCCC2)cc1,-0.2,0,2,-5,1,-6,-9%,5.2%,1
CC(C)=CCN1CCN(Cc2ccoc2)CC1CCO (stereo unspecified),0.7,1,-10,-2,-5,4,-3%,0.1%,-21
O=C(Nc1cccc(C(F)(F)F)c1)c1cc2ccc3cccnc3c2[nH]1,1.7,1,11,4,13,-9,5%,-1.6%,3
CCN(c1ccc(NC(=O)c2cccc(S(=O)(=O)N3CCN(C)CC3)c2)cc1)C(C)C,1.6,2,-21,-11,1,11,-8%,3.7%,-1
CCOC(=O)c1sc(-c2cccc(C(F)(F)F)c2)nc1O,4.8,18,-2,-3,-9,-1,202%[activator],15%,4

# The last five entries of the part above open the next one:
SMILES,TRHR agonist,D1 ag,RXFP1 antagonist,D1 PAM,TRHR enhancer,D1 antagonist,Apoferritin bind,RXFP1 ag,D2 potentiator
Cc1ccc(C(=O)NC(=S)N2CCCC2)cc1,-0.2,0,2,-5,1,-6,-9%,5.2%,1
CC(C)=CCN1CCN(Cc2ccoc2)CC1CCO (stereo unspecified),0.7,1,-10,-2,-5,4,-3%,0.1%,-21
O=C(Nc1cccc(C(F)(F)F)c1)c1cc2ccc3cccnc3c2[nH]1,1.7,1,11,4,13,-9,5%,-1.6%,3
CCN(c1ccc(NC(=O)c2cccc(S(=O)(=O)N3CCN(C)CC3)c2)cc1)C(C)C,1.6,2,-21,-11,1,11,-8%,3.7%,-1
CCOC(=O)c1sc(-c2cccc(C(F)(F)F)c2)nc1O,4.8,18,-2,-3,-9,-1,202%[activator],15%,4
O=c1c(-c2ccccc2)coc2c(CN3CCOCC3)c(O)ccc12,0.2,-4,14,4,-2,-1,32%[activator],1.5%,-9
Cn1c(=O)cc(N)n(-c2ccccc2)c1=O,0.7,3,-4,1,-2,-1,-2%,-0.3%,-2
COc1ccccc1/C=C/c1nc2ccc(OC(C)=O)cc2c(=O)o1,-0.4,0,-12,-3,-5,11,-9%,2.6%,-4
O=C(O)c1ccc(/C=N/Nc2nc3ccccc3[nH]2)cc1,-0.6,3,21,2,11,3,-3%,-3.5%,11
CCOCc1nnc(NC(=O)c2ccc(NC(C)=O)cc2)s1,0.1,4,0,-1,2,3,-2%,-1.0%,-9
Cn1c2ccc(F)cc2c2nnc(NN)nc21,0.1,1,-3,-2,-4,-8,-1%,13%,3
Cc1ccc(-c2cc3ccccc3nc2N2CCCC2)cc1,0.0,3,-25,-3,3,0,150%[activator],2.0%,2
COCCCNCCCCOc1ccc(C)cc1[N+](=O)[O-],-0.1,3,-1,-14,-4,0,-5%,3.6%,x
CC(C)CCNC(=O)CCCOc1ccccc1,-0.3,0,-12,-5,1,7,-11%,2.0%,14
CCOC(=O)c1cc2c(C)nn(-c3ccccc3)c2s1,0.1,2,-2,-5,-1,8,0%,2.3%,1
Cc1ccc(NC(=O)c2c(C)oc3ncn(C)c(=O)c23)cc1F,0.7,5,-5,-4,-2,-1,-13%,14%,-6
COc1ccc(NC(=O)C(Cc2ccccc2)NC(=O)c2ccco2)cc1OC (stereo unspecified),1.4,2,2,-7,7,-4,-5%,-0.8%,14
Cc1cc(NC(=O)COC(=O)c2cc(S(=O)(=O)N(C)C)ccc2Cl)no1,0.9,5,4,-1,-11,4,x,-0.6%,12
CCCc1cc(=O)[nH]c2nnc(SCC(=O)Nc3nccs3)n12,-0.3,3,-5,-12,-8,-1,x,1.0%,12
CN(C)c1ccc(C(CNS(=O)(=O)c2ccc3ccccc3c2)N2CCOCC2)cc1 (stereo unspecified),-0.7,1,-11,1,-4,-26,x,1.2%,-5
O=C(Nc1cccc(Cl)c1)Nc1c[nH]c(=O)[nH]c1=O,0.4,0,4,-5,-4,9,4%,-1.3%,-10
O=C(O)C1CCC(Cn2c(SCc3cc(=O)n4cc(Br)ccc4n3)nc3ccsc3c2=O)CC1 (stereo unspecified),-0.5,-2,-3,-3,0,-1,-6%,8.9µM*,4
COc1ccc(CC(=O)OCC(=O)NC2CCCCCC2)cc1OC,0.0,6,-2,-2,-5,-5,x,0.4%,-4
CCN(CC)c1ccc(/C=N/NC(=O)c2nnn(-c3nonc3N)c2C(C)C)c(O)c1,1.1,2,-15,10,1,-28,68%[activator],1.5%,-4
CN(C)CCNC(=O)c1cccc(NS(=O)(=O)c2ccc(Cl)c(Cl)c2)c1,0.5,1,7,-3,-6,6,u,1.9%,-8
CCc1nn(Cc2c(C)cc(C)cc2C)c(=O)c2cc3cc(C)ccc3n12,0.6,2,x,0,2,15,1%,1.9%,7
CCCNC(=O)c1ccc2c(c1)ncn2-c1ccccc1OC,-0.8,2,-5,0,2,3,-13%,2.5%,-5
CCOc1ccc(CN2CCN(Cc3cnc(-c4ccccc4)s3)CC2CCO)cc1 (stereo unspecified),-0.7,61*,19,-3,1,-10,u,2.3%,2
CSc1ccccc1-c1nnc(-c2ccccc2)o1,-0.1,3,-4,-6,-2,-2,-17%,-2.1%,-3
COc1ccc(C(CNC(=O)c2cccc(N(C)C)c2)N2CCCC2)cc1 (stereo unspecified),0.1,0,11,0,11,2,-23%,1.5%,-25
CCc1cccc(NC(=O)Cn2cc(C(=O)c3ccncc3)c(=O)c3cc(C)c(C)cc32)c1,0.0,0,-2,-2,-2,24,32%[activator],-1.6%,-23
N[C@H]1C(O)O[C@H](CO)[C@@H](O)[C@@H]1O (stereo partly specified),-1.1,0,11,-1,4,6,x,-1.0%,12
CCOc1ccc(-c2cc(CCCC(=O)NCCc3ccc(OC)c(OC)c3)no2)cc1,-1.5,11,x,-5,4,-25,5%,17%,1
CS(=O)(=O)c1ccc2nc(NC(=O)C3CCCO3)sc2c1 (stereo unspecified),-0.3,1,-18,0,28,6,-4%,1.2%,3
CCOC(=O)c1ccc(NC(=S)NCCCN2CCN(C3CCCCC3)CC2)cc1,0.7,7,-7,-2,8,-21,-4%,0.7%,-21
Cc1ccc(CSCC(=O)Nc2cc(S(=O)(=O)N3CCOCC3)ccc2OC(C)C)cc1,0.1,4,-4,-2,-10,17,x,0.8%,4
Cc1ccc(C(=O)Nc2cccc(C(=O)O)c2)cc1S(=O)(=O)N1CCOCC1,0.3,0,-7,-2,-2,2,-7%,-1.4%,7
CC(=O)Nc1ccc(S(=O)(=O)N2CCCCC2c2cccnc2)cc1 (stereo unspecified),-0.2,3,-5,-6,-1,-23,-9%,1.7%,-1
Cc1nc(SCC(=O)Nc2cccc(Cl)c2)n[nH]1,0.2,4,8,-7,3,8,-2%,2.4%,30*
CCOC(=O)c1cnn(Cc2ccccc2Cl)c1N,-0.9,2,4,-4,-3,-24,-16%,3.3%,1
O=C(Cn1cc(C(=O)C(F)(F)F)c2ccccc21)Nc1ccccc1F,1.2,2,2,-3,-1,26,24%,3.4%,-7
Cn1c(=O)c2c(nc(CN3CCc4ccccc4C3)n2CCCO)n(C)c1=O,-0.9,3,-20,-4,12,23,-3%,u,x
Cc1cc(O)cc2c1O[C@@](C)(CCC[C@@H](C)CCC[C@@H](C)CCCC(C)C)CC2,-0.4,-2,x,1,-1,-12,x,-0.1%,4
Cn1nnnc1SCC(=O)NCCc1ccc(Cl)cc1,-0.7,2,-18,-5,-2,-8,-14%,0.8%,-9
